# Screening results deposited in PubChem by National Center for Advancing Translational Sciences (NCATS).
# POLI inh: qHTS for Inhibitors of Polymerase Iota; DNA polymerase iota (Homo sapiens), Q9UNA4; Potency, µM (series often up to 115 µM), for inactives: top-dose activity, negative = inhibition, usual class: inhibitors; Pol iota fluorescent replication assay, 10 min; 390,000 compounds, 1% hits
#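 Pol iota at 10 nM preincubated 15 min with compounds at room temperature; reaction started with fluorescent substrate, 50 nM final. Fluorescence read kinetically at 0 and 10 min; buffer-only wells as negative control.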
# G9a inh: qHTS Assay for Inhibitors of Histone Lysine Methyltransferase G9a; Histone-lysine N-methyltransferase EHMT2 (Homo sapiens), Q96KQ7; G9a H3K9 monomethylation, AlphaScreen, 2 h; Potency, µM (doses to about 102 µM), without a hit: at the top dose activity, negative = inhibition, hits mostly inhibitors; 350,000 compounds, 8.8% hits; further: on the % scale 0 is the no-effect control and ±100 the full control effect; nearly all actives have a fitted effect of over 75% in size
#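 Using a bead-based AlphaScreen, monomethylated H3K9 product from 2 h room-temperature reactions (G9a 20 nM, peptide 500 nM, SAM 20 uM) was detected with 0.5 ug/mL rabbit anti-H3K9me1 antibody.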
# POLK inh: qHTS for Inhibitors of Polymerase Kappa; AID 588579, 2011; Potency, µM (series often up to 107 µM), for inactives: at the highest dose activity, negative = inhibition, most hits filed as inhibitors; purified Pol kappa, fluorescent DNA synthesis assay, 10 min; 400,000 compounds, 0.53% hits; DNA polymerase kappa (Homo sapiens), Q9UBT6; further: on the % scale 0 is the no-effect control and ±100 the full control effect
#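 10 nM Pol kappa preincubated 15 min at room temperature with compounds, then reaction started with substrate at 50 nM final. Fluorescence read kinetically at 0 and 10 min; buffer-only wells served as negative control.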
# BAZ2B block: qHTS Assay for Inhibitors of BAZ2B | 360,000 compounds, 4.4% hits | AlphaScreen BAZ2B-H3K14Ac peptide displacement | Potency, µM (doses to about 114 µM), inactives show at the highest dose activity change, negative = inhibition, hits mostly inhibitors | Bromodomain adjacent to zinc finger domain protein 2B (Homo sapiens), Q9UIF8 | AID 504333, 2011; further: on the % scale 0 is the no-effect control and ±100 the full control effect; nearly all actives have a fitted effect of over 60% in size
#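 AlphaScreen displacement: compounds (up to 110uM) incubated 30 min at room temperature with a preformed 50 nM BAZ2B/50 nM biotinylated H3K14Ac peptide complex in PBS pH 7.4 with Tween-20. Donor and acceptor beads at 10 ug/mL final added, 20 min light-protected before reading.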
# APE1 inh: qHTS Assay for Inhibitors of the Human Apurinic/apyrimidinic Endonuclease 1 (APE1); Potency, µM (doses to about 65.8 µM), for inactives: at the highest dose activity change, negative = inhibition, hits mostly inhibitors; AID 2517, 2012; DNA repair nuclease/redox regulator APEX1 (Homo sapiens), P27695; recombinant APE1, TAMRA/BHQ-2 abasic DNA cleavage fluorescence; 350,000 compounds, 0.35% hits;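 further: plate controls were vehicle for no effect and reference inhibitor for full effect; nearly all actives have a fitted effect of over 55% in size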
#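 Enzyme (0.75 nM final) and test compound are incubated 15 min at room temperature before adding 50 nM quenched THF abasic-site duplex. Cleavage dequenches TAMRA, followed at 525/598 nm over three reads one minute apart.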
# POLH inh: qHTS for Inhibitors of Polymerase Eta; recombinant Pol eta, fluorescent DNA replication assay; Potency, µM (top dose mostly 114 µM), inactives show at the top dose activity change, negative = inhibition, usual class: inhibitors; 390,000 compounds, 1.2% hits; AID 588591, 2011; further: on the % scale 0 is the no-effect control and ±100 the full control effect
#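 Fluorescent replication assay: 50 nM final substrate added after a 15 min room-temperature compound preincubation with 10 nM enzyme. Signal taken at 0 min and again at 10 min.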
# Apoferritin bind: qHTS Assay for Identification of Novel General Anesthetics; AID 485281, 2010; 350,000 compounds, 0.074% hits; Ferritin light chain (Equus caballus), P02791; Potency, µM (doses to about 77.5 µM), inactives show at the top dose activity change, negative = displacement, actives largely listed as inhibitors; apoferritin/1-aminoanthracene competitive binding, fluorescence; further: on the % scale 0 is the no-effect control and ±100 the full control effect; nearly all actives have a fitted effect of over 20% in size
#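 Horse-spleen apoferritin (10 uM) was mixed with 50% saturated 1-aminoanthracene in PBS, exposed to compounds for 10 min at room temperature, and read for fluorescence (ex 380 nm, em 535 nm). Competitive displacement was fitted with a four-parameter Hill equation.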
# BLM inh: qHTS Assay for Inhibitors of Bloom's syndrome helicase (BLM) | RecQ-like DNA helicase BLM (Homo sapiens), P54132 | recombinant BLM DNA unwinding, fluorescence dequenching | Potency, µM (titrated, usually from 56.1 µM), for the others: at the highest dose activity change, negative = inhibition, actives largely listed as inhibitors | 350,000 compounds, 0.2% hits | AID 2528, 2010;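 further: plate controls were vehicle for no effect and no enzyme for full effect; nearly all actives have a fitted effect of over 35% in size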
# Target sequence (P54132 whole entry, looked up): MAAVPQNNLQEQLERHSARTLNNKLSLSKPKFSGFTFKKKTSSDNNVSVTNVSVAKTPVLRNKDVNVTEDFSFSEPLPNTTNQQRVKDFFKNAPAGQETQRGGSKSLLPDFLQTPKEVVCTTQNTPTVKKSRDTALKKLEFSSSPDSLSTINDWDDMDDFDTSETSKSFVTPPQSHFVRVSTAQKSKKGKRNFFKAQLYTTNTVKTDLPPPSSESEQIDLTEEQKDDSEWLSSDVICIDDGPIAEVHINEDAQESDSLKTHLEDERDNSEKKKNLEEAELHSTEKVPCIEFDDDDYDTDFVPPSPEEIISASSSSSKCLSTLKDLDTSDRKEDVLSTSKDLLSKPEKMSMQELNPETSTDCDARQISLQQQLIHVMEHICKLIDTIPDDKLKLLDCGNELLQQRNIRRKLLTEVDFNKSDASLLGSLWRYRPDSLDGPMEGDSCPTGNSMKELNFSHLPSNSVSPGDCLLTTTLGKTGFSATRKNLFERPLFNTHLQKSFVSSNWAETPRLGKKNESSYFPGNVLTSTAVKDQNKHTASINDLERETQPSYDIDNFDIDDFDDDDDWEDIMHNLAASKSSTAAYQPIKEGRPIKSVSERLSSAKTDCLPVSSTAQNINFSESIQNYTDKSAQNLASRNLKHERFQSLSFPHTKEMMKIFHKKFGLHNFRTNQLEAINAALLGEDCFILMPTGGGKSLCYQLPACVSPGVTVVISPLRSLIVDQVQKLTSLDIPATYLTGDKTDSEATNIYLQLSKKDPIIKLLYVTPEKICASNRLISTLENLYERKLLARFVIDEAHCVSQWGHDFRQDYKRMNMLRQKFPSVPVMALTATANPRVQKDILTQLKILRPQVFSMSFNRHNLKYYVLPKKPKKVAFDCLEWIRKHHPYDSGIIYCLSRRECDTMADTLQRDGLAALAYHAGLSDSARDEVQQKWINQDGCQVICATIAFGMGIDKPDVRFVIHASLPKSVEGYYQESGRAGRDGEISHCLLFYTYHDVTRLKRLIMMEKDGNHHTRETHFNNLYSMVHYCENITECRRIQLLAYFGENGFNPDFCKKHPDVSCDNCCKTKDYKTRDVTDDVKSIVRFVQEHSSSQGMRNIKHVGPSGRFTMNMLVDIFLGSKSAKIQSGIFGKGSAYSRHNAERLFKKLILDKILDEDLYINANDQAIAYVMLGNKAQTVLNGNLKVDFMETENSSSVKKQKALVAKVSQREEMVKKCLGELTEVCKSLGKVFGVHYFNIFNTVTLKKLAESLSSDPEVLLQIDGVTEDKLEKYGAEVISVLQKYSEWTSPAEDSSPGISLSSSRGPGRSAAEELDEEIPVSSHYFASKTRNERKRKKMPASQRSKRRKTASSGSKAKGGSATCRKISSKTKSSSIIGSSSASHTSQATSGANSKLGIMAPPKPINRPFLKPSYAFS
# Pol beta inh: qHTS Assay for Inhibitors of DNA Polymerase Beta; Pol beta primer extension/strand displacement, fluorescence kinetic; AID 485314, 2010; P06746; Potency, µM (highest dose often 114 µM), for the others: at the top dose activity change, negative = inhibition, hits mostly inhibitors; 340,000 compounds, 1.3% hits; further: on the % scale 0 is the no-effect control and ±100 the full control effect
#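 Pol beta (10 nM) was preincubated with compound for 15 min at room temperature. The reaction was then started with 50 nM substrate and read immediately and after a further 10 min at room temperature.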
# * marks the source's active call; other numbers are inactive results; u = inconclusive; x = no result given; & = joins results of further samples; [ ] = another dose, or the depositor's remark. The call rests on the fitted dose curve; in most records, active means well fitted curve in the direction sought with a large enough effect; inconclusive means small, poorly fitted or top-dose-only effect, or another doubt; inactive means no such curve, though single readings can be large; an effect the other way counts as inactive or inconclusive. Potency means the concentration at half of the fitted maximal effect. These rows are one share of the data; the hit share may differ from the screen's.
SMILES	POLI inh	G9a inh	POLK inh	BAZ2B block	APE1 inh	POLH inh	Apoferritin bind	BLM inh	Pol beta inh
Cc1ccc(-c2cn3c(n2)sc2cc(C(=O)NC4CCCCC4)ccc23)cc1	14%	10%[59 µM]	0%	1%	x	-2%	u	-3%	-4%
COc1ccc(NC(=S)N2CCN(c3ccccn3)CC2)cc1OC	29%	-37%	-3%	8%	7%	-18%	6%	0%	-15%[57.1 µM]
O=C(NCCCN1CCOCC1)c1ccc(Cl)cc1[N+](=O)[O-]	-3%	11%	3%	2%	-3%	-8%	-5%	-2%	8%
O=C(OCc1ccccc1Cl)c1cccnc1Cl	-12%	73%[activator][59 µM]	3%	44%[activator]	-2%	-1%	u	-4%	-5%
CC1(C)Nc2ccccc2N(CCC(=O)N2CCOCC2)C1=O	12%	3%	-9%	-6%	-1%	4%	-9%	0%	1%
CN1CC(=O)N(CC(=O)Nc2cccc3ccccc23)C1=O	23%	x	-2%	x	14%	-21%	x	x	x
O=C(Nc1nnc(S(=O)(=O)N2CCOCC2)s1)c1ccccc1Cl	32%&-2%[activator]	22%	7%&-4%	u	5%	-9%&9%	-18%&-5%	-1%&-1%	-1%&4%
CN(Cc1ccccc1)C(=O)C1CCCN1S(=O)(=O)c1ccc(Cl)cc1 (stereo unspecified)	-18%	7%[59 µM]	16%	-3%	22%	-9%	x	x	x
Cc1cc(OCC(=O)N2CCN(c3ccccc3)CC2)c2c(C)c(C)c(=O)oc2c1	-9%	-1%[59 µM]	15%	-12%	30%	-9%	-3%	-6%	24%
CCN(CC)S(=O)(=O)c1ccc(NC(=S)NC(=O)CC(C)C)cc1	-13%	4%[59 µM]	-8%	5%	-8%	-14%	-17%	-6%	1%
COC(=O)C1=CN(c2cc(C)cc(C)c2)C=C(C(=O)OC)C1c1cccc(F)c1	22%	x	4%	59%[activator]	-16%	-4%	-3%	-9%	18%
Cc1c(C)c2c(c(C)c1O)CC[C@@](C)(C(=O)O)O2	x	u	-6%[12 µM]	x	2%[21 µM]	x	6%[29.3 µM]	5%[21.4 µM]	x
COC(=O)c1c(-c2ccc(OC)cc2)oc2ccc(-c3ccc(OC)nc3)cc12	-25%	16%	-4%	18%[57.1 µM]	29%	-8%	-3%	0%	2%
Cc1ccccc1-n1c(SCC(=O)N2CCCCC2)nc(O)cc1=O	-16%	u	-6%	-12%	3%	-16%	-9%	0%	90%
CN(C)CCNS(=O)(=O)c1ccc(N2CCN(c3ccc(F)cc3)CC2)c([N+](=O)[O-])c1	14%	u	-7%	u	12%	-23%	9%	6%	25%

# Next entries:
SMILES	POLI inh	G9a inh	POLK inh	BAZ2B block	APE1 inh	POLH inh	Apoferritin bind	BLM inh	Pol beta inh
O=C(NCC(c1ccco1)N1CCN(c2ccc(F)cc2)CC1)C(=O)NC1CCCC1 (stereo unspecified)	22%	5%	-10%	6%	-2%	-12%	x	x	x
Cc1ccc(CNC(=O)Cn2ccc3cc(S(=O)(=O)N4CCCC4)ccc32)o1	-11%	u	-8%	-14%[57.1 µM]	-9%	-9%	-10%	-2%	33%
CN(C)S(=O)(=O)c1cc(C(=O)O)c(NC2CCCCC2)cc1Cl	6%	-13%[59 µM]	-8%	4%	1%	-7%	-15%	0%	12%
COc1ccc(-n2c(SCC(=O)NCc3ccccc3)nc3c([nH]c4ccccc43)c2=O)cc1	16%	2%[59 µM]	-3%[60.1 µM]	-2%	x	-7%	5%	-4%	1%
O=C1OC(c2ccc3c(c2)OCO3)=N/C1=C\c1ccc(C(=O)O)cc1	u	40µM*	u	-22%	4.2µM*	10µM*	1%	1%	u
CCOC(=O)N1CCN(C(=O)CSCc2ccc(Br)cc2)CC1	111%[activator]	54%[activator][12.7 µM]	-5%	-1%	0%	-16%	-11%	-13%	-1%
CC(=O)c1cccc(NC(=O)C2C(c3ccccc3)C2(Cl)Cl)c1 (stereo unspecified)	27%	8%	3%	-9%	-3%	-23%	-20%	-12%	13%
O=C(Nc1ccc(Cl)cn1)c1cccnc1	-9%	35%[12.7 µM]	-14%	-4%	-4%	-15%	-2%	-2%	3%
CS(=O)(=O)c1ccc(C(=O)N2CCN(C(=O)c3ccco3)CC2)cc1	16%	-26%	-11%	-3%	23%	-19%	x	x	x
COC(=O)c1ccccc1OCc1cccc(C)n1	-8%	21%[59 µM]	1%	9%	-3%	-8%	-11%	-1%	1%
O=C(OCC(=O)N1CCCc2ccccc21)c1cc(S(=O)(=O)N2CCOCC2)ccc1O	45%[activator]	0%[2.33 µM]	0%	9%	11%	-14%	x	x	x
CCOc1ccc(C(=O)N[C@H](C(=O)O)C(C)C)cc1	-4%	12%	1%	-31%	-1%	-6%	-1%	0%	4%
COCC1CCN(C(=O)C2CCC(=O)N(CCc3cccc(F)c3)C2)CC1 (stereo unspecified)	-1%	41%	-6%	-13%	4%	-11%	-4%	0%	0%
Cc1ccc(SCC(=O)Nc2cccc(-c3nc4cc(Cl)ccc4o3)c2C)cc1	14%	13%[59 µM]	-5%	-1%	x	x	-11%	-2%	15%
O=C(c1cc(COc2cccc(C(F)(F)F)c2)on1)N1CCC(c2ccncc2)CC1	30%[activator]	x	5%	-2%	2%	-13%	-9%	-4%	-1%

# A run of entries of the results above:
SMILES	POLI inh	G9a inh	POLK inh	BAZ2B block	APE1 inh	POLH inh	Apoferritin bind	BLM inh	Pol beta inh
CS(=O)(=O)c1ccc(C(=O)N2CCN(C(=O)c3ccco3)CC2)cc1	16%	-26%	-11%	-3%	23%	-19%	x	x	x
COC(=O)c1ccccc1OCc1cccc(C)n1	-8%	21%[59 µM]	1%	9%	-3%	-8%	-11%	-1%	1%
O=C(OCC(=O)N1CCCc2ccccc21)c1cc(S(=O)(=O)N2CCOCC2)ccc1O	45%[activator]	0%[2.33 µM]	0%	9%	11%	-14%	x	x	x

# 3 entries from above, reformatted:
# Values run as follows: POLI inh	G9a inh	POLK inh	BAZ2B block	APE1 inh	POLH inh	Apoferritin bind	BLM inh	Pol beta inh
CC(=O)c1cccc(NC(=O)C2C(c3ccccc3)C2(Cl)Cl)c1 (stereo unspecified)
  27%	8%	3%	-9%	-3%	-23%	-20%	-12%	13%
O=C(Nc1ccc(Cl)cn1)c1cccnc1
  -9%	35%[12.7 µM]	-14%	-4%	-4%	-15%	-2%	-2%	3%
CS(=O)(=O)c1ccc(C(=O)N2CCN(C(=O)c3ccco3)CC2)cc1
  16%	-26%	-11%	-3%	23%	-19%	x	x	x

# Other structures follow.
SMILES	POLI inh	G9a inh	POLK inh	BAZ2B block	APE1 inh	POLH inh	Apoferritin bind	BLM inh	Pol beta inh
CCCCOc1ccc(OCCCN2CCOCC2)cc1	-15%	-37%[2.33 µM]	-22%	-37%	12%	-8%	-4%	-4%	-2%
CN(Cc1cnccn1)Cc1nc(Cc2cccc(F)c2)no1	-7%	8%	-9%	0%	-1%	-10%	-4%	-2%	16%
CCC(C)(C)C(=O)Nc1ccc(C(N)=O)cc1	11%	2%	-9%	6%	3%	-1%	-19%	-1%	3%
O=Cc1cccn1-c1c(C(=O)O)cnn1-c1ccccc1	36%[activator]	-50%	-7%	x	-5%	-8%	-4%	4%	2%
CC(C)C(=O)Nc1cccc(C(=O)Nc2nnc(C(C)C)s2)c1	2%	0%[59 µM]	2%	10%	15%	-17%	-3%	3%	20%
Cc1ccc(C(=O)OCC(=O)c2ccc[nH]2)s1	u	10%	-15%	-8%	-2%	-14%	-23%	-1%	u
O=C(COC(=O)Cn1cnc2ccccc2c1=O)Nc1ccc(Cl)c(C(F)(F)F)c1	22%	-11%[59 µM]	-2%[60.1 µM]	8%	-1%	-10%	25µM*	-6%	11%
CC(C)(CO)NS(=O)(=O)c1ccc2c(c1)C(=NO)c1cc(S(=O)(=O)NC(C)(C)CO)ccc1-2	2%	x	0%	-6%	-9%	-14%	0%	-8%	39%
Cc1ccc(Cl)cc1N(CC(=O)N1CCOCC1)S(C)(=O)=O	14%	46%	7%	7%	31%	-19%	-7%	0%	52%
O=C(C1CCCO1)N1CCN(S(=O)(=O)c2ccc(Cl)cc2)CC1 (stereo unspecified)	32%[activator]	15%	-2%	-4%	17%	-21%	-5%	0%	8%
CCOc1nc(Nc2ccc(Cl)cc2)nc(OCC)n1	149%[activator]	28%	-13%	0%	-22%	-18%	-18%	-3%	u
CC(=O)c1c(C)[nH]c(C(=O)NCCC2=CCCCC2)c1C	14%	u	-10%	-33%	u	0%	-9%	-7%	2%
COc1ccccc1N1CCN(C(=O)c2cc(-c3ccc(C)c(F)c3)on2)CC1	u	u	7%	-4%	x	x	u	-2%	3%
